Gal4-VP16 FLuc = Gal4-VP16 reporter inhibition counter-screen | 3.5% of 310,000 active | Drosophila S2 Gal4-VP16 UAS-luciferase, luminescence, 20 h | Potency, µM (highest dose often 53.6 µM), for inactives: at the top dose activity, negative = inhibition, most hits filed as inhibitors;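 also: Gal4-VP16 expression switched on by copper sulfate through the metallothionein promoter; potency is read from the fitted curve at half-maximal effect; % is scaled to controls: 0 for no effect and ±100 for the full control effect; nearly all actives have a fitted effect of over 50% in size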
TRPV1 ag = human TRPV1 agonism; 0.19% of 320,000 active; activation, % at 8.33 µM; AID 540275; TRPV1-expressing cells, Fluo-8 calcium influx, agonist mode; Q8NER1; in the data active = activation above about 80%; inconclusive = between about 30% and that limit; also: 0% is about no effect
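TRPV1-expressing cells were cultured overnight at 35.5C and loaded with Fluo-8 calcium dye for 40 to 90 min at room temperature. After a 10 s baseline, compound was added and calcium influx was read kinetically for 3 min (ex 480/em 520 nm).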
ELG1 DNA repair = inhibitors of ELG1-dependent DNA repair in HEK293T cells | 2.3% of 330,000 active | AID 504467 | HEK293T ELG1-luciferase reporter, luminescence, 16 h; DNA damage induced by 5-fluorouridine | Potency, µM (doses to about 46.1 µM), inactives show at the highest dose activity change, negative = inhibition, most hits filed as inhibitors; also: potency is read from the fitted curve at half-maximal effect; % is scaled to controls: 0 for no effect and ±100 for the full control effect; nearly all actives have a fitted effect of over 55% in size
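Reporter activity after DNA damage by 5-fluorouridine is monitored. Compound-treated cells incubate 16 hr at 37 °C, then ONE-Glo is added for 30 min before luminescence reading.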
FLuc modulator = firefly luciferase modulation, counter-screen for miR-21 project; 6.9% of 360,000 active; Potency, µM (series often up to 57.5 µM), without a hit: top-dose activity change, negative = inhibition, actives largely listed as inhibitors; purified FLuc, Km substrates, luminescence inhibition; P08659;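 also: potency is read from the fitted curve at half-maximal effect; plate controls were vehicle for no effect and reference inhibitor for full effect; nearly all actives have a fitted effect of over 55% in size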
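Biochemical qHTS of compounds, final roughly 60 µM downward over six points, against 10 nM purified firefly luciferase using Km concentrations of substrates (10 uM D-luciferin, 10 uM ATP) in Tris acetate pH 7.5 buffer; luminescence output.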
NPC1 prom act = NPC1 promoter activation; Potency, µM (series often up to 9.22 µM), without a hit: top-dose activation, usual class: activators; Huh7 NPC1 promoter luciferase reporter, 24 h; 2.4% of 320,000 active; AID 485313;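 also: potency is read from the fitted curve at half-maximal effect; % of control where 0% means no effect; nearly all actives have a fitted effect of over 60% in size; reporter is driven by a mutant NPC1 promoter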
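NPC1 promoter–luciferase Huh7 cells; 24 h compound; luminescence.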
BRCA1 expr act = BRCA1 expression activation. MCF7-BRCA1-FFLuc reporter, luminescence, 48 h; response scale: scaled: vehicle 0%, 10 µM genistein 100%. Potency, µM (series often up to 46.1 µM), inactives show at the top dose activation, actives largely listed as activators. 1.1% of 380,000 active. AID 624202; also: potency is read from the fitted curve at half-maximal effect; nearly all actives have a fitted effect of over 80% in size; some results filed as inactive show a strong effect at the top dose
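Activators of BRCA1 expression were detected as increased firefly luciferase luminescence in engineered MCF7 cells after 48 h compound incubation. Signals were scaled to genistein 10 microM as full activation.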
RORg inh = ROR gamma (mouse) transcription inhibition; 5.4% of 310,000 active; Potency, µM (titrated, usually from 53.6 µM), inactives show top-dose activity change, negative = inhibition, usual class: inhibitors; P51450; Drosophila S2 Gal4-RORgamma UAS-luciferase reporter, 20 h; also: potency is read from the fitted curve at half-maximal effect; % is scaled to controls: 0 for no effect and ±100 for the full control effect; nearly all actives have a fitted effect of over 60% in size
Target sequence (P51450 whole entry, looked up, the tested form may be a part): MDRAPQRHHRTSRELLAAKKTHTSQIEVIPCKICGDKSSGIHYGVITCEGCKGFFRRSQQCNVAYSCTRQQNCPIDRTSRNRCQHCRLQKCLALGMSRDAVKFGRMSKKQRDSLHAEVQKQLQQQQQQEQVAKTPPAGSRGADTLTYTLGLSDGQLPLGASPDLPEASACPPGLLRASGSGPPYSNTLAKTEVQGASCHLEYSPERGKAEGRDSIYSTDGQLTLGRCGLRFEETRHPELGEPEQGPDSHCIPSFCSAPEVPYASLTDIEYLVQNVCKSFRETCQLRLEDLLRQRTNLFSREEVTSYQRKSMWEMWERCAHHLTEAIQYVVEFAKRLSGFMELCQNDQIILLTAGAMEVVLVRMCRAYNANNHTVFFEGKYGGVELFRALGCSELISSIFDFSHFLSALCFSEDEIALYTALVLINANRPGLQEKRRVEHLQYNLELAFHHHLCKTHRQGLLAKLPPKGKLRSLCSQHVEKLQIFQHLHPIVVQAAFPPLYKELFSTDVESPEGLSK
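ROR gamma transcriptional activity was tracked as Gal4-UAS luciferase output in stably transfected Drosophila Schneider cells, with compound added 1 hr before 700 uM copper sulfate induction and a 20 hr ambient-temperature incubation.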
Rab9 prom act = activates the Rab9 promoter; Huh7 Rab9 promoter-luciferase reporter, luminescence, 24 h; Potency, µM (titrated, usually from 9.22 µM), inactives show at the highest dose activation, negative = inhibition, hits mostly activators; 2.8% of 320,000 active; AID 485297; also: potency is read from the fitted curve at half-maximal effect; % of control where 0% means no effect; nearly all actives have a fitted effect of over 60% in size
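Stable Rab9-luc Huh7, 1500 cells/well, 2 h settle; cmpd in DMSO, 24 h, 37 °C/5% CO2; luciferase reagent 10 min RT; luminescence.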
p53 reactivation = restores transcriptional activity of mutant p53; H1299 p53-A138V BP100-luciferase reporter, luminescence, 24 h; Potency, µM (doses to about 92.2 µM), inactives show at the highest dose activity change, positive = activation, hits mostly activators; 0.063% of 320,000 active; also: potency is read from the fitted curve at half-maximal effect; % of control where 0% means no effect; nearly all actives have a fitted effect of over 45% in size
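p53-null H1299 cells stably carrying temperature-sensitive p53-A138V and a BP100-luciferase reporter were pinned with compounds (4-point, 1:5 series) and held 24 hrs at 37 deg C. Luminescence was read 10 min after detection reagent.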
ELG1 genotoxic = inducers of genotoxicity in HEK293T ELG1-luciferase cells | HEK293T ELG1-luciferase reporter, luminescence, 16 h | Potency, µM (highest dose often 46 µM), inactives show top-dose activity change, positive = activation, hits mostly activators | 1.3% of 330,000 active; also: potency is read from the fitted curve at half-maximal effect; % of control where 0% means no effect; nearly all actives have a fitted effect of over 60% in size
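HEK293T cells expressing luciferase-tagged ELG1 were treated with compound or DMSO for 16 hr at 37°C. Luciferase activity was then read after 30 min with ONE-Glo at room temperature; rising signal flags genetic stress.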
Tb PFK block = T. brucei PFK enzyme inhibition | 0.17% of 330,000 active | T. brucei PFK, ADP-Glo luminescence | Potency, µM (series often up to 57.5 µM), for inactives: at the highest dose activity, negative = inhibition, actives largely listed as inhibitors | O15648;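 also: potency is read from the fitted curve at half-maximal effect; 0% = uninhibited 1x PFK enzyme wells and -100% = no-enzyme wells; nearly all actives have a fitted effect of over 60% in size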
Target sequence (O15648 whole entry, looked up): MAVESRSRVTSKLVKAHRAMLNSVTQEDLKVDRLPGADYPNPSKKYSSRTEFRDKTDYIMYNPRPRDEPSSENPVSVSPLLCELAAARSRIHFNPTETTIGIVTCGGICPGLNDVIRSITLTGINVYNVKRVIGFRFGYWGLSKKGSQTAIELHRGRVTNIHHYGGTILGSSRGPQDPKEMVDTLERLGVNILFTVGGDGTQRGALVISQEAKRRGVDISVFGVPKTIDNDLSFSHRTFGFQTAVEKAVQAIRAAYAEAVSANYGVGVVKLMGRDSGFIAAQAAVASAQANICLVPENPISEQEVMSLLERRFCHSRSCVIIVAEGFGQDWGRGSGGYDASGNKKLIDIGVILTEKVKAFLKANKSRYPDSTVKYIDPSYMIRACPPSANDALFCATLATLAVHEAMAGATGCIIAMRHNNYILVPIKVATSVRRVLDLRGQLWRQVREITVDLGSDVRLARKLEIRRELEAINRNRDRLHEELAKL
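Compounds were pin-transferred as a titration series up to 57 uM into substrate buffer (0.5 mM F6P, 0.1 mM ATP, pH 8.0), then 1.25 nM PFK was added and reactions ran 45 min before ADP-Glo detection.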
The depositor's hits bear a star; ? = inconclusive; nt = no result given. Unless noted, calls follow the shape of the dose curve; as a rule, active = well fitted curve in the direction sought with a large enough effect; inconclusive = small, poorly fitted or top-dose-only effect, or another doubt; inactive = no such curve, though single readings can be large; an effect the other way counts as inactive or inconclusive.

SMILES	Gal4-VP16 FLuc	TRPV1 ag	ELG1 DNA repair	FLuc modulator	NPC1 prom act	BRCA1 expr act	RORg inh	Rab9 prom act	p53 reactivation	ELG1 genotoxic	Tb PFK block
COC(=O)c1ccccc1NC(=O)C(=O)NCc1ccncc1	-4%	0	-3%	3%	-7%	-5%	4%	-5%	-4%	0%	5%
O=c1[nH]ncc2c3ccccc3n(Cc3ccc(F)cc3)c12	-11%	4	-3%	1%	2%	-4%	-18%	-2%	-8%	-4%	6%
CCNc1c(NC(=O)c2cccs2)c(=O)oc2ccccc12	5%	2	?	-6%	0%	-16%	-17%	3%	13%	3%	0%
CC(=O)C1=C(O)C(=O)N(Cc2ccco2)C1c1ccc2c(c1)OCO2 (configuration not stated)	5%	1	9%	4%	3%	-1%	-8%	2%	0%	2%	4%
Cc1c(CCC(=O)N2CCC[C@H]2C(=O)O)c(=O)oc2c(C)c3oc4c(c3cc12)CCCC4	-23%	1	22%	?	7%	-27%	27%	6%	-4%	-3%	-9%
Cc1cccn2cc(-c3c[nH]c4ccccc34)nc12	-15%	0	?	19µM*	?	61%	-24%	?	2%	?	1%
O=C(COC(=O)/C=C/c1ccc(F)cc1)NCc1ccco1	-11%	7	0%	5%	-11%	0%	-24%	-4%	7%	-2%	-4%
Cc1c(NC(=O)COC(=O)Cc2ccc(Br)cc2)c(=O)n(-c2ccccc2)n1C	nt	-5	1%	7%	-2%	23%	nt	2%	4%	-2%	-6%
CCn1nc(C)c(NC(=O)/C=C/c2cnn(C)c2)c1C	2%	0	4%	-1%	2%	-37%	-11%	1%	3%	0%	-1%
O=C(NCCN1CCCCC1)c1cc(COc2c(F)cccc2F)on1	-30%	5	?	0%	1%	16%	0%	2%	2%	7%	-2%
O=C(NCCCNC(=O)c1ccccc1Br)c1ccccc1Br	7%	-8	-11%	-1%	-4%	15%	-1%	0%	-10%	0%	2%
COC(=O)Cn1cnc2ccccc2c1=O	14%	0	-16%	0%	0%	7%	-16%	-1%	0%	3%	3%
O=C(CN1C(=O)C2CC=CCC2C1=O)Nc1nc2ccc(F)cc2s1 (configuration not stated)	-17%	-3	5%	?	3%	-10%	1%	7%	-5%	-1%	1%
COc1c2ccccc2c(OC)c2ccccc12	9%	-3	-8%	4%	-12%	18%	1%	-12%	-1%	3%	-3%
O=C(N/N=C/c1ccccn1)c1cc(-c2ccccc2)nc2ccccc12	0.79µM*	10	25%	13µM*	-3%	-33%	0.5µM*	1%	14%	?	6%
COc1cc(C2SCC(=O)N2CCN2CCCCC2)ccc1O (configuration not stated)	-9%	1	-13%	0%	-2%	-9%	1%	-9%	-3%	-1%	2%
Cc1cccn2c(=O)nc(SCC(=O)N3CCCCCC3)nc12	nt	6	18%	-2%	-1%	13%	nt	2%	5%	0%	-7%
COc1ccc(/C=N/NC(=O)CNC(=O)COc2ccccc2)cc1	7%	6	?	-3%	-2%	7%	2%	0%	-8%	-3%	16%
COc1cccc(C(=O)C2CCCN(C(=O)CCc3scnc3C)C2)c1 (configuration not stated)	-15%	?	-9%	-7%	-4%	-10%	?	-4%	2%	-5%	1%
COc1ccc(OC)c(/C=N/NC(=O)c2ccc(Cn3cc([N+](=O)[O-])cn3)o2)c1	2%	-1	-23%	4%	-1%	-49%	12%	-2%	1%	-2%	0%
Cc1ccc(S(=O)(=O)NNC(=O)c2snnc2C)cc1	-8%	7	23%	0%	0%	-10%	-32%	-2%	5%	-1%	-1%
CSc1ccc(/C=N/N(C)S(=O)(=O)c2ccc(C)cc2)cc1	?	0	-14%	7%	1%	-29%	-2%	-5%	2%	1%	0%
COc1ccc(NC(=O)C2CC(=O)N(c3ccccc3C)C2)c(OC)c1 (configuration not stated)	-8%	0	13%	-2%	-1%	1%	-1%	2%	-1%	14%	13%
Cc1cc(C)c2nc(N3CCC(C(=O)NCCN4CCOCC4)CC3)sc2c1	3%	0	?	?	2%	33%	7%	-2%	12%	6%	-6%
O=C(COc1ccc(-c2ccccc2)cc1)NNC(=O)Nc1ccc(F)cc1F	1%	4	17%	4%	-4%	-6%	-18%	-1%	-8%	-1%	-4%
O=C(CSc1n[nH]c(=O)[nH]c1=O)N/N=C/c1ccccc1O	12%	-1	5%	?	0%	-26%	-27%	-2%	18%	4%	-4%
O=C(N/N=C/c1ccccc1Br)C1CC1	4%	0	8%	-15%	-4%	-13%	33%	10%	-2%	1%	8%
CC1(c2ccccc2)NC(=O)N(NC(=O)COC(=O)c2cc(Br)ccc2O)C1=O (configuration not stated)	nt	-1	-4%	6%	-2%	-5%	nt	-1%	-2%	-2%	0%
O=C(NCCCn1ccnc1)Nc1ccc(Cl)cc1	16%	-7	13%	-11%	6%	2%	26%	7%	-1%	3%	?
CC(C)(C)N1C(=O)c2ccc(C(=O)O)cc2C1=O	-2%	0	-7%	4%	0%	-14%	-1%	0%	-4%	0%	0%
N#Cc1c(C(F)(F)F)cc(=O)[nH]c1SCC(=O)O	-9%	-1	8%	?	-4%	4%	16%	-3%	2%	-1%	?
Cc1ccc(OCCOC(=O)Nc2ccccc2)cc1	3%	?	21%	-5%	1%	22%	34%	1%	6%	1%	8%
OCCC1CN(Cc2cccc(-c3ccco3)c2)CCN1Cc1ccsc1 (configuration not stated)	-3%	3	-3%	-1%	-1%	-2%	15%	-7%	-1%	-9%	4%
Cc1ccc(C)c(N2CCN(S(=O)(=O)c3c(C)noc3C)CC2)c1	-6%	1	-2%	0%	-5%	-3%	-15%	3%	-1%	-7%	2%
Cc1ccccc1C(=O)NCC(=O)OCCCOC(=O)CNC(=O)c1ccccc1C	nt	1	8%	5%	-1%	10%	nt	-3%	3%	-8%	3%
Cc1cc(NS(C)(=O)=O)c(=O)n(Cc2cccc(F)c2)c1	2%	-1	0%	2%	-2%	-2%	-28%	0%	3%	-2%	-1%
CCc1ccc(OCC(=O)NCc2ccco2)c(Br)c1	19%	13	?	9.5µM*	?	65%	35%	?	21%	?	-3%
CN(C)C(=O)CSc1nnc(-c2ccc(F)cc2)c2ccccc12	0%	1	?	-1%	-3%	-28%	29%	-6%	26%	0%	0%
Cc1cc(C(=O)CSc2nc(N)cc(=O)[nH]2)c(C)n1CCc1ccc(Cl)cc1	-18%	8	?	8%	-3%	-20%	4%	-17%	-4%	-8%	4%
CCOC(=O)NC(N(O)c1cccc(Cl)c1)C(Cl)(Cl)Cl (configuration not stated)	8%	0	3%	-11%	-2%	-52%	5µM*	0%	1%	-2%	-10%
CCOC(=O)C1=C(Cc2ccc(F)cc2)C(=O)c2ccccc2C1=O	-26%	?	?	?	11%	-47%	14µM*	4%	-10%	-6%	20%
CCOC(=O)C1CCN(CC(=O)N2C(C)CCCC2C)CC1 (configuration not stated)	-9%	-1	10%	-4%	3%	-6%	-1%	4%	-5%	-5%	0%
Cc1ccc2nc(SCC(=O)c3ccc(Cl)cc3)nc(=O)n2c1	nt	0	23%	-16%	10%	-5%	nt	6%	3%	6%	0%
CCN(CC)C(=O)c1ccc(C(=O)Nc2ccc(F)cc2)cc1	nt	11	?	?	17%	91%	nt	?	7%	?	-2%
CCOC(=O)c1c(C)[nH]c(C)c1C(=O)COC(=O)/C=C/c1ccc(OC)cc1	nt	0	?	?	-25%	-77%	nt	-25%	-3%	-4%	0%
CCc1ccc(NC(=O)c2sc3nc4n(c(=O)c3c2C)CCC4)cc1	-9%	-2	?	15µM*	28%	76%	?	?	0%	9%	-2%
O=C(COC(=O)c1ccco1)Nc1ccc2[nH]c(=O)[nH]c2c1	nt	0	2%	nt	-9%	0%	nt	-4%	5%	2%	-26%
CCN(c1ccc(OC)cc1)S(=O)(=O)N1CCCC(C(=O)NCc2ccccc2Br)C1 (configuration not stated)	1%	4	?	-18%	1%	-18%	0%	-4%	1%	-8%	1%
CC(C)COC(=O)Nc1nnc(SCc2ccccc2F)s1	16%	2	?	0%	4%	41%	-9%	2%	9%	13%	-3%
CCN1CCN(C(=O)c2cc3c(=O)n(C)c4ccccc4c3n2C)CC1	1%	-1	11%	1%	-12%	5%	-31%	-8%	-6%	0%	0%
CCOC(=O)c1c(-c2ccccc2)csc1NC(=O)c1cc(S(=O)(=O)N2CCOCC2)ccc1C	-11%	18	10µM*	-1%	-5%	-8%	-10%	0%	9%	-5%	0%
